Screens from PubChem BioAssay.
CHO-K1 Ca antag – nonselective inhibitor or artifact in parental CHO-K1 cells. ATP-induced calcium, Fluo-8 fluorescence. actives 0.6% (n = 360,000). inhibition, % at 3 µM. AID 602250;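 active = inhibition above a per-plate cutoff, the plate's mean sample inhibition plus 3 SD, cut at about 24% in these data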;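 note: 0% = DMSO plus EC80 ATP and 100% = DMSO alone without ATP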
V1R ag counter – counter-screen for oxytocin receptor agonists: human V1a receptor agonists | activation, % at 3 µM | actives 0.25% (n = 320,000) | AID 2797 | CHO-V1R cells, Fluo-8 calcium fluorescence, agonist mode; 0% DMSO, 100% 3 nM vasopressin | P37288;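 active = activation above the mean activation of all tested compounds plus 3 SD, per screening run, cut at about 20% in these data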;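 note: signal is peak over basal fluorescence ratio across a 100 second FLIPR read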
Target sequence (P37288 whole entry, looked up): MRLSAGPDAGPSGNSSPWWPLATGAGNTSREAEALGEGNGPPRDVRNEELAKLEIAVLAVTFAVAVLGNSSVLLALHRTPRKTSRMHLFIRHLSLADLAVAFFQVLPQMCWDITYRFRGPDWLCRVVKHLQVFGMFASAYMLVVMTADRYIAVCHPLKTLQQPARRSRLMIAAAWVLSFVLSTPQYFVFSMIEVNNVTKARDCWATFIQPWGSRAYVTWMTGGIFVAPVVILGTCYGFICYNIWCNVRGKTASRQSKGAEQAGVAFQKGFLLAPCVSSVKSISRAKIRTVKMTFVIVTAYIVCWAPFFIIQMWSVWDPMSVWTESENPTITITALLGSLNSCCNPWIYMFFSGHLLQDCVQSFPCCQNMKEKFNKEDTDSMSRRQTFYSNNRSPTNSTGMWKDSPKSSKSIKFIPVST
TAAR1 agonist – human TAAR1 agonism; actives 0.99% (n = 360,000); activation, % at 3 µM; Q96RJ0; CHO RD-HGA16 TAAR1, Fluo-8 calcium fluorescence; vehicle wells 0%, saturating PEA agonist 100%;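 active = activation above the mean activation of all test compounds in the run plus 3 SD, cut at about 38% in these data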
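Test system: RD-HGA16 (CHO) cells co-expressing Gα16 and hTAAR1 | Doses: Single dose, 3 µM | Schedule: 17-24 h seeding, 75 min 37 °C dye, 30 min RT | Evaluation: % activation from peak over basal fluorescence ratio, DMSO-to-PEA scaled | Technique: Kinetic Fluo-8 calcium fluorescence | Benchmarks: Low control DMSO, high control PEA (EC100)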
OXTR potentiator – potentiators of human oxytocin receptor | actives 0.061% (n = 320,000) | P30559 | activation, % at 3 µM | CHO-OTR cells, Fluo-8 calcium fluorescence, potentiator mode; 0% = oxytocin EC15, 100% = EC100;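 active = activation above that plate's cutoff, the mean activation of tested compounds plus 3 SD, cut at about 6.6% in these data, passing the limit was not always enough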;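 note: 100% uses oxytocin at 75 nM as the full agonist control; some results filed as inactive read as strong as hits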
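Material: human OTR in CHO cells. Compound: 3.0 µM, one dose. Timing: compound 6 min at room temperature before oxytocin, 100 s read. Evaluation: % activation of max/min ratio relative to oxytocin controls. Replication: single well per compound, singlicate. Signal: Fluo-8 calcium dye fluorescence.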
TAAR1 antagonist – human TAAR1 antagonism. AID 624466. inhibition, % at 3 µM. Q96RJ0. actives 1.5% (n = 360,000). CHO RD-HGA16 TAAR1, Fluo-8 calcium fluorescence, antagonist;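 active = inhibition above a per-plate cutoff, the mean inhibition of test compounds on that plate plus 3 SD, cut at about 49% in these data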;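 note: 0% = DMSO plus EC80 beta-PEA response and 100% = DMSO alone without agonist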
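Assay system: CHO-derived RD-HGA16 cells stably expressing human TAAR1 plus Gα16. Timing: 140 s kinetic read after compound, 140 s after agonist. Technique: kinetic Fluo-8 calcium fluorescence measurement. Measure: % inhibition of agonist calcium response.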
CHO parental Ca – counter-screen: ATP calcium response change in parental CHO cells; inhibition, % at 5.6 µM; actives 0.63% (n = 330,000); parental CHO-K1, ATP-induced calcium, Fluo-8 fluorescence;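 active = inhibition above that plate's mean sample inhibition plus 3 SD, cut at about 26% in these data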;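 note: 0% = ATP-challenged DMSO wells and 100% = DMSO wells without ATP; some compounds past the cut are filed as inactive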
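Assay system – parental CHO cells · Reagent – ATP stimulus · Detection – intracellular calcium via Fluo-8 no-wash fluorescent dye · Evaluation – percent inhibition of ATP-evoked calcium rise, normalized to controls · Controls – ATP wells versus no-ATP DMSO wells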
M1 ag – agonists of human M1 muscarinic receptor; activation, % at 3 µM; P11229; CHO-K1 hM1, Fluo-8 calcium fluorescence, agonist mode; 0% DMSO, 100% acetylcholine EC100; actives 0.33% (n = 360,000);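 active = activation above the run's mean compound activation plus 3 SD, cut at about 16% in these data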;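 note: peak over basal fluorescence ratio within a 140 s kinetic read after compound addition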
Target sequence (P11229 whole entry, looked up): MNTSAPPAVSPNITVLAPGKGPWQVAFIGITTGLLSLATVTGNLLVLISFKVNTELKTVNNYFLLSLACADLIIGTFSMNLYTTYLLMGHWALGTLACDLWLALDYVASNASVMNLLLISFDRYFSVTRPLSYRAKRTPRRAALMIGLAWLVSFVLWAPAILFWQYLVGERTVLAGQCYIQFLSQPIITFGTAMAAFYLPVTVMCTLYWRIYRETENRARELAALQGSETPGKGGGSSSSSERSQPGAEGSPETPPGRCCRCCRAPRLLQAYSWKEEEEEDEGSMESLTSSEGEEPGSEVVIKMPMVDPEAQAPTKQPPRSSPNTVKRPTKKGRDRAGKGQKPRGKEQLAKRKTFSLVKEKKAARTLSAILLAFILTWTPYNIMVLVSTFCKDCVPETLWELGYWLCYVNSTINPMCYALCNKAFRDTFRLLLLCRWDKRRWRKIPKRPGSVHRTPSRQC
M1 PAM parental – counter-screen for M1 PAMs: effect in parental CHO-K1 cells; ATP EC20, Fluo-8 calcium fluorescence; 0% at ATP EC20, 100% at ATP max; activation, % at 3 µM; actives 0.02% (n = 360,000); AID 602247;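 active = activation above the run cutoff, the mean activation of all test compounds plus 3 SD, cut at about 40% in these data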;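 note: peak over basal fluorescence ratio in a 140 s read after ATP addition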
M1 ag parental – nonselective activator or artifact in parental CHO-K1 cells. Fluo-8 calcium fluorescence; scaled to maximal ATP response, vehicle zero. activation, % at 3 µM. actives 0.48% (n = 360,000). AID 602248; in the data active = activation above about 15%;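 note: untransfected CHO-K1 host cells lacking M1 receptor as counterscreen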
Numbers without * were called inactive.

Cc1nc(N)nc(N/N=C/c2ccccc2)n1 was read as CHO-K1 Ca antag -8, V1R ag counter -0.3, TAAR1 agonist 3, OXTR potentiator -1, TAAR1 antagonist -3, CHO parental Ca 13, M1 ag -1, M1 PAM parental 0 and M1 ag parental 0.3.
CCc1cc(C(=O)N2CCCC(CNC(=O)c3ccc(-c4ccccc4)cc3)C2)no1 (centres undefined) was read as CHO-K1 Ca antag -16, V1R ag counter 1.8, TAAR1 agonist 4, OXTR potentiator -3, TAAR1 antagonist 9, CHO parental Ca -19, M1 ag -2, M1 PAM parental 22 and M1 ag parental 3.0.
COc1cccc(C(=O)NCCSc2ccc(C)cc2)c1 was read as CHO-K1 Ca antag 0, V1R ag counter -0.4, TAAR1 agonist 1, OXTR potentiator -2, TAAR1 antagonist -14, CHO parental Ca -22, M1 ag -7, M1 PAM parental 24 and M1 ag parental 1.3.
Screening CC12CCC(=O)N1C(C(=O)Nc1nc3ccccc3s1)CS2 (centres undefined) returned CHO-K1 Ca antag -18, V1R ag counter 0.8, TAAR1 agonist 2, OXTR potentiator -3, TAAR1 antagonist -18, CHO parental Ca -8, M1 ag 2, M1 PAM parental 16 and M1 ag parental 0.0.
O=C(NCCN1C(=O)C2C3C=CC(C3)C2C1=O)Nc1ccccn1 (centres undefined) was read as CHO-K1 Ca antag 5, V1R ag counter 1.1, TAAR1 agonist 2, OXTR potentiator -1, TAAR1 antagonist -4, CHO parental Ca -4, M1 ag 0, M1 PAM parental -11 and M1 ag parental -0.3.
For C=CCn1c(C)cc(C(=O)COC(=O)c2n[nH]c(=O)c3ccccc23)c1C the results were CHO-K1 Ca antag -13, V1R ag counter 0.8, TAAR1 agonist 3, OXTR potentiator -8, TAAR1 antagonist -12, CHO parental Ca -20, M1 ag 1, M1 PAM parental 17 and M1 ag parental 1.1.
Cn1cc(Cl)c(C(=O)Nc2nccs2)n1 was read as CHO-K1 Ca antag -17, V1R ag counter -0.2, TAAR1 agonist 1, OXTR potentiator -5, TAAR1 antagonist 3, CHO parental Ca -12, M1 ag -2, M1 PAM parental 5 and M1 ag parental 0.8.
Screening O=c1[nH]oc2cc(Cl)ccc12 returned CHO-K1 Ca antag -10, V1R ag counter -0.1, TAAR1 agonist 2, OXTR potentiator -9, TAAR1 antagonist -30, CHO parental Ca -13, M1 ag -4, M1 PAM parental 18 and M1 ag parental 0.9.
C[C@@H]1CN([C@@H](C)CO)C(=O)CCCn2nncc2CO[C@H]1CN(C)C(=O)c1ccccc1 was read as CHO-K1 Ca antag -3, TAAR1 agonist 1, TAAR1 antagonist -6, M1 ag -3, M1 PAM parental 10 and M1 ag parental 0.2.
Screening CCCCc1ncc(CN2CCC(n3nccc3NC(=O)c3ccccc3OC)CC2)[nH]1 returned CHO-K1 Ca antag -9, V1R ag counter 0.8, TAAR1 agonist 0, OXTR potentiator 0, TAAR1 antagonist -17, CHO parental Ca -13, M1 ag -5, M1 PAM parental 5 and M1 ag parental -0.1.
Screening CCOc1ccc(S(=O)(=O)N(C)c2ccc(OCC(=O)Nc3nccs3)cc2)cc1 returned CHO-K1 Ca antag 1, V1R ag counter 1.5, TAAR1 agonist 8, OXTR potentiator -7, TAAR1 antagonist 25, CHO parental Ca -15, M1 ag -7, M1 PAM parental -6 and M1 ag parental 5.9.
Cc1cc(C=O)c(C)c2c1[nH]c1ccccc12 was read as CHO-K1 Ca antag -22, TAAR1 agonist 1, TAAR1 antagonist -26, M1 ag -7, M1 PAM parental 24 and M1 ag parental -0.4.
Screening CC1(C)C(=O)Nc2ccccc2N1C(=O)COC(=O)c1cc(Cl)cc(Cl)c1 returned CHO-K1 Ca antag -4, V1R ag counter -0.8, TAAR1 agonist 18, OXTR potentiator -5, TAAR1 antagonist 45, CHO parental Ca -12, M1 ag -3, M1 PAM parental 13 and M1 ag parental 0.8.
COc1cc(C(C(=O)NCc2ccccc2)N(Cc2ccco2)C(=O)c2cnccn2)cc(OC)c1OC (centres undefined) was read as CHO-K1 Ca antag -6, V1R ag counter -0.5, TAAR1 agonist 0, OXTR potentiator -15, TAAR1 antagonist 8, CHO parental Ca 0, M1 ag -5, M1 PAM parental 4 and M1 ag parental 0.1.
Screening COc1ccc(CCn2c(=N)c(C(=O)NC3CCCC3)cc3c(=O)n4ccccc4nc32)cc1OC returned CHO-K1 Ca antag 4, V1R ag counter -0.4, TAAR1 agonist 3, OXTR potentiator -2, TAAR1 antagonist -24, CHO parental Ca 1, M1 ag -3, M1 PAM parental -19 and M1 ag parental 1.1.
For O=C(Nc1cccnc1)c1ccc(Br)s1 the results were CHO-K1 Ca antag -13, V1R ag counter 0.3, TAAR1 agonist 6, OXTR potentiator -3, TAAR1 antagonist 15, CHO parental Ca -14, M1 ag -4, M1 PAM parental 22 and M1 ag parental 3.0.
COc1cc2ncnc(NCc3ccccc3Cl)c2cc1OC was read as CHO-K1 Ca antag -5, V1R ag counter 1.8, TAAR1 agonist 6, OXTR potentiator -12, TAAR1 antagonist 15, CHO parental Ca -22, M1 ag -5, M1 PAM parental 1 and M1 ag parental 2.1.
`CC(C)CC(=O)Nc1ccc(C(=O)COC(=O)Cc2n[nH]c(=O)c3ccccc23)cc1` gave CHO-K1 Ca antag 7, V1R ag counter 8.3, TAAR1 agonist 12, OXTR potentiator 0, TAAR1 antagonist -3, CHO parental Ca -18, M1 ag -3, M1 PAM parental 2 and M1 ag parental 0.9.
`Cc1ccc(OCc2csc(N)n2)cc1` gave CHO-K1 Ca antag -11, V1R ag counter 0.6, TAAR1 agonist 0, OXTR potentiator -4, TAAR1 antagonist -16, CHO parental Ca -10, M1 ag -3, M1 PAM parental 4 and M1 ag parental -0.8.
`CCn1nnc2cc(C(=O)Nc3cc(Cl)ccc3C)ccc21` gave CHO-K1 Ca antag 8, V1R ag counter 1.6, TAAR1 agonist 4, OXTR potentiator -3, TAAR1 antagonist -1, CHO parental Ca -1, M1 ag -2, M1 PAM parental -6 and M1 ag parental 0.2.
Screening O=C(COC(=O)COc1cccc(C(F)(F)F)c1)Nc1ccc(N2CCOCC2)cc1 returned CHO-K1 Ca antag -5, V1R ag counter 4.2, TAAR1 agonist 3, OXTR potentiator 2, TAAR1 antagonist 13, CHO parental Ca -14, M1 ag -1, M1 PAM parental 3 and M1 ag parental 0.9.
Screening O=C(NCc1ccccc1)C(c1ccncc1)N(C(=O)c1csnn1)c1ccccc1F (centres undefined) returned CHO-K1 Ca antag -8, V1R ag counter 0.2, TAAR1 agonist 6, OXTR potentiator -3, TAAR1 antagonist -36, CHO parental Ca -18, M1 ag -2, M1 PAM parental 6 and M1 ag parental -0.8.
`Cn1c(CCN2CCCCC2)nc2cc(NC(=O)Nc3ccccc3)ccc21` gave CHO-K1 Ca antag -4, V1R ag counter -1.0, TAAR1 agonist 5, OXTR potentiator -11, TAAR1 antagonist -5, CHO parental Ca -21, M1 ag -3, M1 PAM parental 7 and M1 ag parental -0.1.
COCCCNCCCCOc1ccccc1-c1ccccc1 was read as CHO-K1 Ca antag -4, V1R ag counter 1.3, TAAR1 agonist 4, OXTR potentiator -6, TAAR1 antagonist 10, CHO parental Ca -26, M1 ag -9, M1 PAM parental 21 and M1 ag parental 1.9.
O=C(CN(Cc1ccc(F)cc1)C(=O)c1csnn1)NCc1ccccc1 was read as CHO-K1 Ca antag -20, V1R ag counter 7.5, TAAR1 agonist 1, OXTR potentiator -12, TAAR1 antagonist -1, CHO parental Ca -23, M1 ag 3, M1 PAM parental 10 and M1 ag parental 3.3.
Screening COc1ccc(-c2csc(N3C(=O)CNC3=S)n2)cc1 returned CHO-K1 Ca antag -3, V1R ag counter -0.3, TAAR1 agonist -2, OXTR potentiator 0, TAAR1 antagonist -10, CHO parental Ca 3, M1 ag -4, M1 PAM parental 1 and M1 ag parental 0.1.
COc1ccc(CCNC(=O)CSc2nnc3c(n2)[nH]c2ccc(F)cc23)cc1OC was read as CHO-K1 Ca antag -3, V1R ag counter -0.7, TAAR1 agonist 0, OXTR potentiator -9, TAAR1 antagonist 3, CHO parental Ca -5, M1 ag -4, M1 PAM parental -12 and M1 ag parental -0.1.
Screening CC(OC(=O)CNC(=O)c1ccc(Cl)c([N+](=O)[O-])c1)C(=O)NC1CCCCC1C (centres undefined) returned CHO-K1 Ca antag -7, TAAR1 agonist 2, TAAR1 antagonist -5, M1 ag -1, M1 PAM parental 0 and M1 ag parental 2.2.
Screening CCN1CCN(CCCNC(=O)c2ccc3c(c2)NC(=O)/C(=C\c2cccc(C)c2)S3)CC1 returned CHO-K1 Ca antag -10, V1R ag counter 5.4, TAAR1 agonist 2, OXTR potentiator -3, TAAR1 antagonist -22, CHO parental Ca -8, M1 ag -6, M1 PAM parental 0 and M1 ag parental 1.1.
For NC1=NC[C@@H](Cc2ccc(O)cc2)N1CC1CCCCC1 the results were CHO-K1 Ca antag -6, V1R ag counter 0.5, TAAR1 agonist 13, OXTR potentiator -7, TAAR1 antagonist -9, CHO parental Ca -6, M1 ag -9, M1 PAM parental 10 and M1 ag parental -0.7.
`c1ccc(CCCNc2ncccn2)cc1` gave CHO-K1 Ca antag -7, V1R ag counter -0.4, TAAR1 agonist -1, OXTR potentiator -13, TAAR1 antagonist -2, CHO parental Ca 4, M1 ag -3, M1 PAM parental 14 and M1 ag parental -0.1.

Gathered by group, the compounds so far with two or more sulfur atoms (3)
Screening CC12CCC(=O)N1C(C(=O)Nc1nc3ccccc3s1)CS2 (centres undefined) returned CHO-K1 Ca antag -18, V1R ag counter 0.8, TAAR1 agonist 2, OXTR potentiator -3, TAAR1 antagonist -18, CHO parental Ca -8, M1 ag 2, M1 PAM parental 16 and M1 ag parental 0.0.
Screening CCOc1ccc(S(=O)(=O)N(C)c2ccc(OCC(=O)Nc3nccs3)cc2)cc1 returned CHO-K1 Ca antag 1, V1R ag counter 1.5, TAAR1 agonist 8, OXTR potentiator -7, TAAR1 antagonist 25, CHO parental Ca -15, M1 ag -7, M1 PAM parental -6 and M1 ag parental 5.9.
Screening COc1ccc(-c2csc(N3C(=O)CNC3=S)n2)cc1 returned CHO-K1 Ca antag -3, V1R ag counter -0.3, TAAR1 agonist -2, OXTR potentiator 0, TAAR1 antagonist -10, CHO parental Ca 3, M1 ag -4, M1 PAM parental 1 and M1 ag parental 0.1.
